# SDO1 yeast rescue: restores growth of sdo1-depleted yeast; z-score at 10 µM; 140,000 compounds, 0.21% hits; S. cerevisiae sdo1-depleted JHY4D growth rescue, OD600 30 h; active compounds read high; pdr5 snq2 efflux-pump mutant strain;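 active = z-score above 3 at both the 24 hr and the 30 hr optical density reads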;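 also: z-score against mean and SD of all compound wells on the same plate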
# INS promoter inh: TRM-6 insulin promoter activity inhibition. inhibition, % at 2 µM. TRM-6 cells (human fetal islet line), insulin promoter-eGFP reporter, imaging; reporter expression induced with tamoxifen. 130,000 compounds, 0.9% hits;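 active = inhibition above the mean plus 3 SD, with well images judged a real hit on visual review, cut at about 60% in these data, passing the limit was not always enough; inconclusive = inhibition over the cutoff but images rejected on review; inactive = inhibition not above the cutoff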
# SDO1 yeast rescue Rescue 24 h: recorded beside SDO1 yeast rescue, whose call it bears; z-score; S. cerevisiae sdo1-depleted JHY4D growth rescue, OD600; measured here: growth rescue at 24 h;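 0 is the plate mean of compound wells and units are plate SD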
# * marks the source's active call; other numbers are inactive results; ? = inconclusive; / = no result given; [ ] = remark or other dose. Compounds as they come (roughly 0.99% active in at least one column).
SMILES,SDO1 yeast rescue,SDO1 yeast rescue Rescue 24 h,INS promoter inh
COc1ccc(NC(=O)C2CC(=O)NC(Nc3cccc(C)c3)=N2)cc1 (stereo not drawn),0.43,-0.24,5
COc1ccc(C(=O)N2CCN(c3ccc([N+](=O)[O-])c(-n4nc(C)cc4C)c3)CC2)cc1,-0.04,-0.43,33
CC(=O)c1cc(C#N)c(SCc2ccncc2)nc1C,-0.63,-1.3,-48
Cc1ccc2nc(C)c(C(=O)N/N=C/c3cccs3)n2c1,0.84,0.94,-3
CCCC(=O)OCCn1c(Br)nc2c1c(=O)[nH]c(=O)n2C,1.8,2.8,-8
O=C(NCc1cccnc1)Nc1ccccc1F,0.95,0.73,20
O=C(CSc1nc2ccccc2[nH]1)Nc1ccccc1N1CCOCC1,-0.02,-0.35,53
CCOCc1nnc(NC(=O)CSc2ccc(C)cc2)s1,-0.05,0.27,-357
Cc1cc(C)nc(NS(=O)(=O)c2ccc(NC(=O)Nc3ccccc3)cc2)n1,/,/,-75
CCOCCCNC(=O)C(NC(=O)CNC(C)=O)c1ccc(Cl)cc1 (stereo not drawn),0.28,-0.07,7
Cc1ccsc1CN1CCC(C(=O)NCc2ccccc2Cl)CC1,-0.47,-0.56,17
Cc1cccc2c3nc4ccccc4nc3n(CCCN3C(=O)c4ccccc4C3=O)c12,-0.87,-1,/
O=C(COC(=O)c1cc(=O)c2ccccc2o1)Nc1ccc2ccccc2c1,1.3,0.97,36
CC(C)C(NS(=O)(=O)c1ccc2c(c1)OCCO2)C(=O)NCCc1ccccn1 (stereo not drawn),0.86,0.73,/
O=C(CN1CCN(c2ccccc2)CC1)Nc1ccccc1Cl,/,/,-11
O=C(CCN1C(=O)c2cccnc2C1=O)NC1CCCCCC1,-0.05,-0.48,-118
CCOC(=O)C1=C(Cc2ccc(Cl)cc2)C(=O)c2ccccc2C1=O,-2.3,-1.8,-50
C=CCSC1=C(C#N)C(c2cc(Br)c(O)c(OC)c2)CC(=O)N1 (stereo not drawn),0.89,1.3,/
CCC(=O)Nc1ccc(C(=O)N/N=C/c2cccnc2)cc1,0.02,-0.6,/
Cc1ccccc1NS(=O)(=O)c1ccc(C)c(NS(C)(=O)=O)c1C,/,/,-25
COCCn1c(SCC(=O)N2CCCc3ccccc32)nc2ccccc2c1=O,-1.3,-1.7,36
CC1=C(C(=O)Nc2ccccn2)C(c2ccccc2)n2ncnc2N1 (stereo not drawn),0.41,-0.31,-9
COC(=O)CSc1ncnc2c1cnn2-c1ccc(C)cc1C,/,/,49
Cc1cc(=O)oc(C)c1C(=O)NCCNC(=O)c1c(C)cc(=O)oc1C,-0.05,0.19,/
O=C(Nc1cccc(-c2nc3ncccc3o2)c1)c1sc2ccccc2c1Cl,-1.4,0.28,13
CCSc1nnc(NC(=O)c2ccco2)s1,-0.03,-0.08,-49
S=C(c1nc2ccccc2[nH]1)N1CCOCC1,11,2.6,?
COc1cc(Cl)cc(/C=C/c2ccc3ccccc3n2)c1OC(C)=O,-1.9,-1.6,27
CCOC(=O)c1cc2c(=O)[nH]c(C(Cl)(Cl)Cl)nc2o1,/,/,27
COc1ccccc1NS(=O)(=O)c1cc(NC(=O)c2cc3ccccc3oc2=O)ccc1C,0.35,1.7,-9

# Full records, quoted from the list. Order of screens: SDO1 yeast rescue | SDO1 yeast rescue Rescue 24 h | INS promoter inh
# Shown for CCSc1nnc(NC(=O)c2ccco2)s1 : -0.03 | -0.08 | -49
# Shown for COC(=O)CSc1ncnc2c1cnn2-c1ccc(C)cc1C : / | / | 49
# Shown for Cc1ccccc1NS(=O)(=O)c1ccc(C)c(NS(C)(=O)=O)c1C : / | / | -25
# Shown for COc1ccccc1NS(=O)(=O)c1cc(NC(=O)c2cc3ccccc3oc2=O)ccc1C : 0.35 | 1.7 | -9

# The list goes on.
SMILES,SDO1 yeast rescue,SDO1 yeast rescue Rescue 24 h,INS promoter inh
O=c1c2ccccc2nc(-c2ccoc2)n1CCc1ccccc1,-2.2,-2.1,50
COc1ccc(/C(C)=N/NC(=O)c2cc(-c3cccnc3)nc3ccccc23)cc1,-0.37,0.71,40
CCOC(=O)c1c(NC(=O)c2nn(CC)cc2Br)c(C#N)cn1-c1ccccc1,-0.55,0.08,33
COc1ccc2nc(NC3=NC(c4ccccc4)CC(=O)N3)nc(C)c2c1 (stereo not drawn),-0.03,0.2,16
CN(NS(C)(=O)=O)c1ncc(C(F)(F)F)cc1Cl,/,/,8
CCOC(=O)c1sc2nc(CC(=O)OC)nc(N3CCN(c4ccccn4)CC3)c2c1C,-2,-1.7,/
COc1ccc(CCNC(=O)CSc2nc(N)c3c(C)c(C)oc3n2)cc1OC,2,0.83,44
COc1ccc(/C=C/C2=NC(=C\N(C)C)/C(=O)O2)cc1,1.2,0.99,-107
O=C(Nc1cccc(C(F)(F)F)c1)c1ccc2nc(N3C(=O)CCC3=O)sc2c1,1.1,2.1,-233
Cc1nc(NC(=O)Nc2ccc(Cl)cc2)sc1C,/,/,30
COC(=O)c1cccc(NC(=O)CSc2nnnn2C)c1,0.75,0.63,/
Cc1ccc(NCC(=O)Nc2cccc(S(=O)(=O)N(C)C)c2)c(Cl)c1,-0.15,0,0
CCN=C1SC(CC(=O)NC(C)C)C(=O)N1CC (stereo not drawn),0.9,0.59,-29
Fc1ccc(-c2nnc(NC3=NCCCCC3)o2)cc1,0.25,1.2,/
Cc1cc(C)cc(N2CCCn3c2nc2c3c(=O)n(CC(=O)OCc3ccccc3)c(=O)n2C)c1,-0.13,-0.96,/
O=[N+]([O-])c1cc(S(=O)(=O)NC2=NCCCCC2)ccc1Cl,/,/,27
CCOc1cc(C(=O)O/N=C(\N)c2ccc([N+](=O)[O-])cc2)cc(OCC)c1OCC,-0.86,0.21,17
Cc1ccc(OCCSCc2nc3ccccc3[nH]2)cc1,-1.2,-0.8,10
CSc1ccccc1NC(=O)Cn1ccsc1=N,/,/,0
O=C(NCc1ccccc1F)C1CCCN(C(=O)NC2CCCCC2)C1 (stereo not drawn),0.78,0.72,/
Cc1ccc2c(c1)cc(CN(Cc1cccnc1)C(=O)c1ccccc1)c1nnnn12,/,/,-7
CCC(CC)C(=O)Nc1ccc(C(=O)Nc2cc(C)on2)cc1,/,/,17
O=C(CSc1nc2cc(Cl)ccc2s1)c1ccco1,0.82,0.91,/
CC1CCCCN1S(=O)(=O)c1cccc2cccnc12 (stereo not drawn),-0.76,-0.61,/
O=C(/C=C/c1ccccc1)NC1CCSC1=O (stereo not drawn),1.7,1.7,-17
COc1ccc2nc(C)cc(N3CCOCC3)c2c1,0.62,0.77,15
COc1ccccc1Nc1nc(N)nc(CSc2nncn2C)n1,0.53,-0.08,-18
O=C(c1ccccc1)c1cccc(NC(=O)c2ccco2)c1,-0.43,-0.29,25
CC(C)[C@H](NC(=O)c1ccccc1)C(=O)OCc1nc2scc(-c3ccccc3)c2c(=O)[nH]1,0.14,0.24,/
CC(C)(C)C(=O)Cn1c(=O)n(-c2ccc(F)cc2F)c(=O)c2sccc21,/,/,13
COc1ccc(Oc2nc3c(c(=O)n(C)c(=O)n3C)n2Cc2cccc(OC)c2)cc1,-1.7,-0.76,/
CSc1nc(-c2ccccc2)nc(N)c1C(C)=O,-1,-0.16,/
COc1ccc(C(=O)N/C(=C/c2cccs2)C(=O)NCCCn2ccnc2)cc1OC,0.25,-0.8,17
Cc1ccc(NS(=O)(=O)c2ccc(C(=O)N3CCCN(C)CC3)cc2)cc1,0.4[8.3 µM],-0.69,/
Cn1cc([N+](=O)[O-])c(C(=O)NCc2cc3ccccc3[nH]2)n1,0.2,0.9,40
CCOc1ccccc1NC(=O)CSc1nnc2c(CC)c(C)nc(N)n12,-0.33,-1.3,13
CC(Oc1ccccc1Cl)C(=O)N(Cc1ccco1)C1CCS(=O)(=O)C1 (stereo not drawn),0.1,0.23,24
O=C(CNS(=O)(=O)c1cccs1)N1CCN(c2ccccn2)CC1,0.47,-0.13,21
Cc1c(Cl)cccc1NC(=S)NCc1ccc(Cl)cc1,/,/,14
COC(=O)C1=[N+]([O-])OC(C(=O)OC)C1c1c[nH]c2ccccc12 (stereo not drawn),0.09,-0.82,/
CCCCC(=O)NN(C)c1nc(-c2ccccc2)nnc1C(F)(F)F,-0.6,-0.97,64
O=C(NCCO)/C(=C/c1cccc([N+](=O)[O-])c1)NC(=O)c1ccco1,/,/,5
Cc1c(Cl)cccc1N(CC(=O)NC1CCCCC1)S(C)(=O)=O,0.26,-0.08,/
COC(=O)c1ccc2nc(C)c(C)nc2c1,1,1,-12
COc1cccc(CC2(CO)CCN(CC3=CC[C@H]4C[C@@H]3C4(C)C)CC2)c1,/,/,-94
Cc1cc(NC(=O)CCC(=O)N(Cc2ccco2)C2(C(=O)NC3CCCCC3)CCN(C)CC2)no1,1.3,-0.08,-38
O=C(COC(=O)c1ccc2c(c1)OCO2)NCc1ccc(Cl)cc1,-0.4,-0.11,15
COCCNC(=O)NC(=O)COC(=O)c1cccn1C,/,/,-29
O=C1C2C3C=CC(C4CC34)C2C(=O)N1/N=C/c1cccs1 (stereo not drawn),1.6,2.1,-10
CC1C/C(=C\c2cccnc2)C(=O)/C(=C/c2cccnc2)C1 (stereo not drawn),-1.9,-1.4,-8
CCNc1ccc(S(N)(=O)=O)cc1[N+](=O)[O-],1.2,1.1,-16
CCOC(=O)C1=C(N)OC2=C(C(=O)CC(C)(C)C2)C1c1cccnc1 (stereo not drawn),0.23,-0.79,-4
O=C(C1CCCO1)N1CCN(c2ccccn2)CC1 (stereo not drawn),/,/,30
CC(=O)c1c(C)[nH]c(C(=O)OCC(=O)Nc2cc(C)on2)c1C,0.6,0.75,28
O=C(Oc1ccc2c(c1)OCO2)c1ccncc1,-0.31,-0.12,/
CC(C)(CO)Nc1nc(Nc2ccccc2)nc(Nc2ccccc2)n1,-2.1,-0.89,-81
Cc1cccc(C(=O)N[C@H](C(=O)Nc2nccs2)C(C)C)c1,-0.08,-0.83,/
CCOC(=O)c1c(CSc2nc(C)cc(C)c2C#N)n(C)c2cc(Br)c(OC(C)=O)cc12,-1.4,-0.72,-34
COc1ccc(CCNC(=O)Cn2c(=O)cnc3ccccc32)cc1,-0.13,-1.4,/
CCOC(=O)c1c(NC(=O)CN2C(=O)NC3(CCC(C)CC3)C2=O)sc(C)c1-c1ccc(C)cc1 (stereo not drawn),-0.27,0.51,-63
# The list goes on.
SMILES,SDO1 yeast rescue,SDO1 yeast rescue Rescue 24 h,INS promoter inh
CC1CCN(S(=O)(=O)c2ccc3nc(-c4ccccn4)cc(C(=O)NCCN(C)Cc4ccccc4)c3c2)CC1,/,/,0
CC(C(=O)N1CCOCCOCCOCCOCCOCC1)N1C(=O)c2ccccc2C1=O (stereo not drawn),/,/,-86
COC(=O)CN1C(=O)Nc2ccc(Br)cc2C1c1ccccc1Cl (stereo not drawn),-0.12,0.68,54
O=C(Cn1c(=O)oc2cc(S(=O)(=O)N3CCc4ccccc43)ccc21)NC1CCCC1,-0.08,-0.44,/
COc1ccc(N2CCN(c3ccc(N)cc3C#N)CC2)cc1,-0.31,-0.73,6
CCOC(=O)C1CCN(S(=O)(=O)c2c(C)n[nH]c2C)CC1,1.2,1,/
Cc1onc(-c2ccccc2)c1C(=O)Nc1ccc2c(C)cc(=O)oc2c1,-1.2,-0.72,25
Cc1ccc(S(=O)(=O)N2CCC(=O)N(C(COCc3cccc(C)c3)C(C)C)CC2)cc1 (stereo not drawn),-0.87,-0.62,-20
O=C(NCc1nnc(SC/C=C/c2ccccc2)o1)c1ccco1,-0.9,-1.1,42
Cc1ccccc1NC(=O)Nc1ccccc1C(=O)NCc1ccccc1,-0.13,1.4,-69
Nc1cccc2nc3ccccc3cc12,-0.42,-0.07,/
Cc1ccc(C(=O)n2nc(-n3cccc3)c3c(C)cc(C)nc32)cc1,/,/,18
CN(C)/C=C(/C(=O)c1ccc(Cl)cc1)S(=O)(=O)c1ccccc1,-1.2,-1.3,/
COc1ccc(NC(=O)CCCc2c[nH]c3ccccc23)cc1OC,0.05,0.15,-380
O=C1NCCN1Cc1ccccc1F,-0.37[17.8 µM],-1,-78
CC[n+]1c(-c2ccc(C)cc2)csc1Nc1c(C)n(C)n(-c2ccccc2)c1=O,0.06,0.05,/
OCCn1c(SC2CCCCC2)nc2ccccc21,-0.24,0.05,71
Cc1nn2c(-c3ccncc3)ccnc2c1Cl,/,/,4
OCCCCNCc1ccc(OCc2ccc(Cl)cc2Cl)cc1,-2.6,-1.4,20
Cc1ccc(C)c(NC(=O)CCN2CC(C)OC(C)C2)c1 (stereo not drawn),-0.54,-0.83,/
O=C(CSCc1ccccc1)N/N=C/c1cc2c(cc1Br)OCO2,-0.91,-0.6,0
COCCNC(=O)c1ccccc1NC(=O)c1cc(OC)cc(OC)c1,-0.22,-0.32,-47

# Compounds from the list above that contain a cyano group (five):
SMILES,SDO1 yeast rescue,SDO1 yeast rescue Rescue 24 h,INS promoter inh
CC(=O)c1cc(C#N)c(SCc2ccncc2)nc1C,-0.63,-1.3,-48
C=CCSC1=C(C#N)C(c2cc(Br)c(O)c(OC)c2)CC(=O)N1 (stereo not drawn),0.89,1.3,/
CCOC(=O)c1c(NC(=O)c2nn(CC)cc2Br)c(C#N)cn1-c1ccccc1,-0.55,0.08,33
CCOC(=O)c1c(CSc2nc(C)cc(C)c2C#N)n(C)c2cc(Br)c(OC(C)=O)cc12,-1.4,-0.72,-34
COc1ccc(N2CCN(c3ccc(N)cc3C#N)CC2)cc1,-0.31,-0.73,6
